RAD54 inh: blocks human RAD54 Holliday junction branch migration. FAM/BHQ fluorescence. inhibition, % at 10.4 µM. Q92698. 360,000 tested, 0.14% active;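 active means mean normalized replicate activity at least 40 and at least half of replicates scoring 40 or more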;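 further: 0% = median of neutral control wells and 100% = median of positive control wells; inhibitors cause a drop in the FAM fluorescence signal; in these data hits start at about 50%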
E-sel inducer: induces E-selectin expression in human endothelial cells; 260,000 tested, 0.37% active; activation, % at 7.58 µM; P16581; HUVEC E-selectin immunofluorescence imaging; normalized: neutral wells 0, TNF-alpha wells 100; AID 686992;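 active means mean E-selectin-positive cell signal at least 10% of the positive control, reached in at least 60% of replicates, without over 20% cell loss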;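 further: in these data hits start at about 27%; measured in HUVEC primary endothelial cells; signal is the percent of cells scored E-selectin positive by PE staining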
Target sequence (P16581 whole entry, looked up): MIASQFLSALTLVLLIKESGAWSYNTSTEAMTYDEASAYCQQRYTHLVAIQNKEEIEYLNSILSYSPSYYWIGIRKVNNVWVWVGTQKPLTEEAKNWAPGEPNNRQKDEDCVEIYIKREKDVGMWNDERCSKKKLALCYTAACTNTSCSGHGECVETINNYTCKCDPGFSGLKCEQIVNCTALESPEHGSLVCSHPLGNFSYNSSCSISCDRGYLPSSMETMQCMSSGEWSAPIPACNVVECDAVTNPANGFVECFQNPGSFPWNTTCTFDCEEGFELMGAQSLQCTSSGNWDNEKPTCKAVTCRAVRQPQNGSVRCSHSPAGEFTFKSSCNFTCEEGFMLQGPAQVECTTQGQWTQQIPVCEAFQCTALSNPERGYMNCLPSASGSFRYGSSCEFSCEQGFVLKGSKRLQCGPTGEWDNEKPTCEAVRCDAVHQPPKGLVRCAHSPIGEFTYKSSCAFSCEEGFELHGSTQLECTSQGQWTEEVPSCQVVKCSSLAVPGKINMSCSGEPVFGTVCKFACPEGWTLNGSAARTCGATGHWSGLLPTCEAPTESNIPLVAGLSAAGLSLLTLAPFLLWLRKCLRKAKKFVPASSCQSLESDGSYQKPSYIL
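Material: HUVEC primary endothelial cells; Amount: 3,000 cells per well; Dosing: single concentration; Medium: EGM-2 growth medium on 0.1% gelatin-coated wells; Read-out basis: percent E-selectin-positive cells; Signal: immunofluorescence imaging; Control set: TNF-alpha, DMSO.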
esBAF inh: SWI/SNF esBAF complex inhibition; mouse ES cells, Bmi1-luciferase knock-in reporter, 24 h; 100% = twice the neutral-well signal; reporter increase, % at 12.5 µM; 350,000 tested, 2% active; AID 602393; in the data active means activation above about 40%;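 further: 0% = median of the plate's neutral control wells and 100% = double that signal; a rise in the Bmi1 reporter signal indicates esBAF inhibition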
Xi reactivation: activators of X-chromosome reactivation in mouse fibroblasts | XiGFP mouse fibroblasts, % GFP-positive cells imaging, 3 d; cells co-treated with 5-aza-dC sensitizer; scaled so ellipticine positive control = 100% | activation, % at 7.58 µM | 360,000 tested, 0.055% active | AID 743238;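 active means mean normalized replicate activation at least 10% and every replicate at or above 10%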;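 further: 0% = median of on-plate neutral control wells and 100% = ellipticine 6 µM median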
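System: XiGFP fibroblasts, SV40-immortalized. Medium: DMEM plus 5-aza-dC sensitizer. Doses: single point. Timing: 3 d treatment, 15 min room-temperature fixation. Control set: ellipticine 6 µM.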
RAD52 anneal inh: blocks human RAD52 DNA annealing. P43351. recombinant RAD52 DNA annealing, FRET fluorescence. inhibition, % at 18.7 µM. 360,000 tested, 0.46% active;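 active means every replicate showing at least 50% inhibition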
ERAP1 inh: inhibitors of human ERAP1 aminopeptidase; recombinant ERAP1, Leu-AMC fluorescence, 60 min; inhibition, % at 10.7 µM; 340,000 tested, 0.15% active; AID 652197;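 active means mean replicate inhibition of at least 30%, or all replicates individually reaching that 30% level; inactive means mean below 30% and not every replicate reaching it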;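 further: 0% = neutral control wells and 100% = L-leucinethiol positive control wells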
ERp5 block: blocks human ERp5 reductase activity on insulin; ERp5 insulin aggregation, absorbance 650 nm, 90 min; inhibition, % at 9.99 µM; 350,000 tested, 0.05% active; AID 651711;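 active means mean replicate inhibition above about 25%, with every replicate also reaching it, limit read from the data, passing the limit was not always enough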
Target sequence (Q15084 whole entry, looked up): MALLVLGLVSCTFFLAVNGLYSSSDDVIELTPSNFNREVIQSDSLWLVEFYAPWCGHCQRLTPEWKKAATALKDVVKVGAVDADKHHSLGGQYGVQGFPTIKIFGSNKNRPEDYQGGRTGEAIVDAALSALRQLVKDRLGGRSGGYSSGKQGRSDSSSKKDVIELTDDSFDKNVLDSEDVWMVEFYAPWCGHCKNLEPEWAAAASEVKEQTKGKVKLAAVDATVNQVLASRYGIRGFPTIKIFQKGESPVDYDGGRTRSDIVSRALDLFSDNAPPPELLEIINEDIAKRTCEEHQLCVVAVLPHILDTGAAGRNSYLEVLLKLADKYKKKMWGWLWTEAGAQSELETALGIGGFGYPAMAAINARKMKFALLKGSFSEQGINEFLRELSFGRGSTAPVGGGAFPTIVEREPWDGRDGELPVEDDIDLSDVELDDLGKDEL
S100A4 MyoIIA: blocks human S100A4 binding to myosin IIA peptide | P26447 | S100A4/TAMRA-MyoIIA peptide fluorescence polarization | inhibition, % at 10.7 µM | 360,000 tested, 0.14% active | AID 652163;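 active means mean inhibition of at least 70% across replicates, with every replicate also reaching that level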
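Material: S100A4 monomer protein | Medium: HEPES pH 7.2 with CaCl2, KCl, NaCl, DTT, Triton | Reagent: Labelled myosin peptide probe, 5 nM | Doses: One dose per compound | Times: 5 min incubation before reading | Benchmarks: Neutral control DMSO, positive control TFP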
The depositor's hits bear a star; · = no result given.

Results follow in this order: RAD54 inh | E-sel inducer | esBAF inh | Xi reactivation | RAD52 anneal inh | ERAP1 inh | ERp5 block | S100A4 MyoIIA
Cc1cccc(NC(=O)NCCN2CCCCC2)c1
 : 5 | · | -5 | 0.1 | -23 | 2 | 3 | -68
CC(C)(C)C(=O)NC1CC2CCCC(C1)N2C(=O)Nc1ccccc1Cl (configuration not stated)
 : 2 | · | -1 | 0.1 | 3 | 2 | 1 | -2
CC1CCN(C(=O)CSc2ccc(-c3cccc([N+](=O)[O-])c3)nn2)CC1
 : 5 | 1.3 | -1 | 0.1 | -3 | 0 | 1 | -2
C[C@@H]1CN([C@@H](C)CO)C(=O)c2cc(C#CC3(O)CCCC3)cnc2O[C@H]1CN(C)S(=O)(=O)c1cccc(F)c1
 : -7 | 0.0 | 3 | 0.0 | 14 | -3 | 3 | 83
CO[C@@H]1CN(C)C(=O)c2ccc(NC(=O)C3CCCC3)cc2OC[C@H](C)N(C(C)=O)C[C@H]1C
 : 3 | -0.1 | 5 | -0.1 | 4 | 0 | -1 | 3
O=C(O)c1ccc(NS(=O)(=O)c2cc(Cl)sc2Cl)cc1
 : -21 | -0.2 | -4 | 0.3 | -4 | 2 | -3 | 1
Cc1nnc(NC(=O)CCn2c(=O)oc3ccccc32)s1
 : -4 | · | 2 | · | -11 | 0 | 3 | -3
COc1ccc(C(=O)CSc2nnc(CNC(=O)c3ccccc3F)n2C)cc1OC
 : -15 | · | 4 | -0.1 | -8 | -4 | 3 | -2
CCCC(=O)Nc1ccc2oc(=O)ccc2c1
 : -4 | 1.7 | -7 | 0.0 | -12 | 0 | 3 | -3
CCCOc1ccc(C2C(C(=O)c3cc4ccccc4o3)=C(O)C(=O)N2c2cc(C)on2)cc1 (configuration not stated)
 : 1 | · | -2 | 0.0 | -25 | -4 | 6 | -3
O=C(O)c1ccc(/C=N/O)cc1
 : -11 | 5.5 | -4 | 0.2 | -15 | -7 | 4 | -3
COc1ccc(NC(=O)Nc2ccc3c(c2)C(=O)N([C@@H](C)CO)C[C@H](C)[C@H](CN(C)C(=O)Nc2ccc4c(c2)OCO4)O3)cc1
 : 1 | -1.3 | 11 | -0.1 | · | · | · | ·
C(=N\NCc1ccccc1)/c1ccc2nccnc2c1
 : 2 | -0.1 | · | 0.8 | 0 | -2 | 3 | -1
CCC(=O)N(C)C[C@H]1Oc2cc(C#CC(C)(C)O)ccc2S(=O)(=O)N([C@@H](C)CO)C[C@@H]1C
 : 3 | -0.1 | 3 | 0.1 | 4 | 1 | -3 | 8
O=C(Nc1ccccc1N1CCOCC1)c1ccc(Br)o1
 : -9 | · | -5 | · | 4 | -1 | 3 | 14
COc1ccc(C(=O)c2cnc[nH]2)cc1
 : 11 | · | · | 0.1 | -14 | · | 2 | 6
O=C(NCC[C@@H]1CC[C@H](NS(=O)(=O)c2cccc(F)c2)[C@H](CO)O1)C1CCCC1
 : 0 | 0.0 | 7 | -0.1 | 21 | 2 | -3 | -1
O=C(NNS(=O)(=O)c1ccccc1[N+](=O)[O-])c1cccc(Br)c1
 : 1 | · | -5 | 0.2 | -5 | -2 | 1 | 3
COc1cc(NC(=O)COC(=O)C=C(C)C)c(C)cc1[N+](=O)[O-]
 : -13 | 0.9 | -1 | 0.0 | 1 | 8 | 6 | 1
O=C(C[C@H]1CC[C@@H](NC(=O)NC2CCCCC2)[C@H](CO)O1)NCc1ccccc1
 : -2 | 0.2 | 1 | 0.0 | -7 | 0 | 2 | 13
COc1ccc(C(=O)Nc2nnc(CCS(=O)(=O)c3ccc(C)cc3)s2)cc1
 : · | · | · | 0.2 | -23 | 0 | -3 | 12
C#CCN(C[C@H]1[C@H](OC(=O)NCc2ccco2)[C@H](OC(=O)NCc2ccco2)C[C@@H](C(=O)OC)[C@H]1C(=O)OC)S(=O)(=O)c1ccc(C)cc1
 : -18 | 0.4 | 1 | -0.3 | -35 | -13 | 2 | 0
CCN(CC)C(=O)[C@H]1CC(CC(=O)NCCCN(C)C)C(=O)N2CCc3c([nH]c4ccccc34)[C@]12C (some centres not stated)
 : -10 | · | -4 | 0.2 | -10 | 0 | 3 | 11
CCOC(=O)C1CCN(C(=O)CCc2c(C)nc3cc(-c4ccc(OC)cc4OC)nn3c2C)CC1
 : · | · | · | 0.1 | 3 | -6 | 3 | -2
CC(=O)N1CCOCCOCCN(C(C)=O)CCOCC1
 : · | · | · | 0.0 | -9 | -1 | -4 | 0
COC(=O)[C@@]12C[C@@H](CC(=O)N3CCOCC3)C(=O)N(CCc3ccc(OC)c(OC)c3)C1=CCC(C)(C)C2
 : · | 1.2 | · | 0.1 | -3 | -1 | 1 | 0
COc1cccc(-c2cnc3c(NC=O)cc(-c4ccncc4)cn23)c1
 : 6 | -0.9 | 1 | -0.1 | -40 | 0 | 0 | 3
CCCn1c(N)c(C(=O)CN(C)CC(=O)Nc2cc(C)ccc2C)c(=O)[nH]c1=O
 : -4 | 0.2 | -3 | 0.0 | 0 | -1 | 1 | -4
Cc1cc(C(=O)NC(C)C2CCCO2)c(C)o1 (configuration not stated)
 : 4 | · | -2 | 0.1 | -14 | -5 | 2 | -14
NS(=O)(=O)c1ccc2c(c1)oc(=O)c1cc(S(N)(=O)=O)ccc12
 : -5 | · | -6 | 0.0 | -20 | -5 | -5 | 0
Cc1ccnc(NS(=O)(=O)c2ccc(NC(=O)c3cc(-c4ccccc4)nc4ccccc34)cc2)n1
 : · | 0.0 | · | 0.0 | -47 | 0 | -1 | -1
C=CCN1C(=O)c2ccc(C(=O)N3CCN(S(=O)(=O)c4cc(C)ccc4C)CC3)cc2C1=O
 : 1 | 0.1 | -1 | -0.1 | -9 | -2 | -2 | 8
CCOc1ccccc1NC(=S)Nn1cnnc1
 : 1 | · | 4 | 0.3 | -6 | 3 | 4 | 26
C[C@H](CO)N1C[C@H](C)[C@H](CN(C)C(=O)Nc2ccc3c(c2)OCO3)OCCCC[C@H](C)Oc2ccc(NC(=O)c3ccccc3)cc2C1=O
 : -1 | -0.1 | 36 | 0.2 | 18 | -1 | -5 | -3
COc1c(-c2ccccc2)oc2c(ccc3occc32)c1=O
 : -5 | · | 2 | 0.0 | -7 | 2 | -4 | 2
O=C(c1cc(N2C(=O)C3C4CCC(C4)C3C2=O)ccc1Cl)N1CCCCCC1 (configuration not stated)
 : · | 3.6 | · | 0.0 | 2 | -2 | 6 | -1
Cc1cc(C(=O)OCC(=O)N(CC(C)C)c2c(N)n(Cc3ccccc3)c(=O)[nH]c2=O)c2ccccc2n1
 : -10 | -0.2 | 8 | 0.2 | -9 | 3 | -2 | 0
CN(C)C(=O)c1ccc(-c2ccc3c(c2)[C@@H]2[C@@H](CCN2S(=O)(=O)c2cn(C)cn2)[C@H](CO)N3)cc1
 : -5 | -0.1 | 4 | 0.4 | 2 | -1 | 2 | 0
CCC(=O)N1C[C@@H](O)COC[C@@H]2O[C@H](CC(=O)NC)CC[C@H]21
 : -3 | 0.1 | 4 | 0.2 | -8 | 1 | -2 | 5
O=C(CNC(=O)c1n[nH]c2ccccc12)Nc1cc(Cl)ccc1Cl
 : 4 | 0.3 | -4 | 0.4 | -12 | -1 | -1 | -1
COc1ccc2cc(/C=N/NC(=O)CSCc3ccc([N+](=O)[O-])cc3)c(Cl)nc2c1
 : 1 | · | 0 | · | -44 | 13 | 7 | 4
O=[N+]([O-])c1cc(C(F)(F)F)ccc1N1CCN(CCO)CC1
 : · | 7.9 | · | 0.3 | -9 | 2 | 2 | -3
CO[C@H]1CN(C)C(=O)c2ccc(NC(=O)C3CCCCC3)cc2OC[C@@H](C)N(C)C[C@H]1C
 : 9 | 0.0 | -3 | 0.0 | -8 | -1 | 5 | -30
COc1ccc2c(=O)c(C(=O)NCCc3ccccc3)c[nH]c2c1
 : 2 | -0.1 | 55* | 0.2 | -9 | -1 | 0 | -3
CN1c2ccc(-c3ccc(F)cc3)cc2[C@H]2[C@H](CCN2S(=O)(=O)c2cccc(F)c2)[C@@H]1CO
 : -5 | 2.1 | -7 | 0.2 | 4 | -1 | 6 | -22
CCOc1ccc(NS(=O)(=O)c2ccc(C(=O)N(C)CC(=O)Nc3ccc(OC)cc3)cc2)cc1
 : · | · | · | 0.0 | -1 | -1 | 2 | -2
Cc1cc(C=O)c(C)n1-c1ccc(NC2CCCCC2)c([N+](=O)[O-])c1
 : -2 | · | 11 | · | 0 | 4 | -3 | -3
COC(=O)[C@H]1[C@H](CO)[C@H]2Cn3c(ccc(C4=CCCC4)c3=O)[C@H]2N1C(=O)Cc1cccnc1
 : -5 | -0.2 | -2 | 0.0 | -40 | 1 | -2 | 46
O=C(C[C@@H]1CC[C@H]2[C@@H](COC[C@@H](O)CN2Cc2cccc(Cl)c2)O1)NCc1cccc(F)c1
 : 0 | 0.3 | -4 | 0.0 | -3 | 0 | -9 | 5
NS(=O)(=O)c1cccc(NC(=O)CN2CCC(Cc3ccccc3)CC2)c1
 : 11 | 0.2 | -3 | -0.1 | -17 | -5 | -6 | -9

Continuation:
Results follow in this order: RAD54 inh | E-sel inducer | esBAF inh | Xi reactivation | RAD52 anneal inh | ERAP1 inh | ERp5 block | S100A4 MyoIIA
Cc1cc(C)c2nc(SCC(=O)NCC3CCCO3)c(C#N)cc2c1 (configuration not stated)
 : · | 1.2 | 0 | 0.0 | -36 | -1 | -5 | 4
CCn1c(=O)[nH]c2cc(C(=O)Nc3cc(C)cc(C)c3)ccc2c1=O
 : · | · | · | 0.0 | -5 | 3 | -2 | 1
CN(C)CCn1ccc(O)c(Cc2ccc(Cl)cc2)c1=O
 : -4 | · | -5 | 0.2 | -10 | -5 | 2 | 1
COC(=O)c1ccc(C2C(C#N)=C(N)Oc3cc(N)ccc32)cc1 (configuration not stated)
 : -5 | · | 1 | 0.0 | -34 | 0 | 7 | -3

Structural class, the compounds so far containing an NH in an aromatic ring (seven)
Results follow in this order: RAD54 inh | E-sel inducer | esBAF inh | Xi reactivation | RAD52 anneal inh | ERAP1 inh | ERp5 block | S100A4 MyoIIA
COc1ccc(C(=O)c2cnc[nH]2)cc1
 : 11 | · | · | 0.1 | -14 | · | 2 | 6
CCN(CC)C(=O)[C@H]1CC(CC(=O)NCCCN(C)C)C(=O)N2CCc3c([nH]c4ccccc34)[C@]12C (some centres not stated)
 : -10 | · | -4 | 0.2 | -10 | 0 | 3 | 11
CCCn1c(N)c(C(=O)CN(C)CC(=O)Nc2cc(C)ccc2C)c(=O)[nH]c1=O
 : -4 | 0.2 | -3 | 0.0 | 0 | -1 | 1 | -4
Cc1cc(C(=O)OCC(=O)N(CC(C)C)c2c(N)n(Cc3ccccc3)c(=O)[nH]c2=O)c2ccccc2n1
 : -10 | -0.2 | 8 | 0.2 | -9 | 3 | -2 | 0
O=C(CNC(=O)c1n[nH]c2ccccc12)Nc1cc(Cl)ccc1Cl
 : 4 | 0.3 | -4 | 0.4 | -12 | -1 | -1 | -1
COc1ccc2c(=O)c(C(=O)NCCc3ccccc3)c[nH]c2c1
 : 2 | -0.1 | 55* | 0.2 | -9 | -1 | 0 | -3
CCn1c(=O)[nH]c2cc(C(=O)Nc3cc(C)cc(C)c3)ccc2c1=O
 : · | · | · | 0.0 | -5 | 3 | -2 | 1

Compound profiles, from the list above. Values in the order: RAD54 inh | E-sel inducer | esBAF inh | Xi reactivation | RAD52 anneal inh | ERAP1 inh | ERp5 block | S100A4 MyoIIA
`Cc1cc(C)c2nc(SCC(=O)NCC3CCCO3)c(C#N)cc2c1` (configuration not stated) as listed: · | 1.2 | 0 | 0.0 | -36 | -1 | -5 | 4
`CCn1c(=O)[nH]c2cc(C(=O)Nc3cc(C)cc(C)c3)ccc2c1=O` as listed: · | · | · | 0.0 | -5 | 3 | -2 | 1
